# LAP4 TOR yeast – alters LAP4-GFP fluorescence in TOR pathway yeast screen. S. cerevisiae LAP4-GFP multiplex, flow cytometry GFP, 3 h; median GFP as percent of DMSO wells. GFP response vs DMSO, % at 10 µM. hit rate 0.34% among 320,000. AID 2023;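 active = GFP response vs DMSO above a set limit, about the screen mean plus 3 SD, cut at about 150% in these data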
# AHR act – human AHR activation; AHR-responsive luciferase reporter cells, luminescence; activation, % at 5 µM; hit rate 2.5% among 320,000; in the data active = activation above about 47%;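 note: 0% = vehicle wells and 100% = reference agonist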
# Target sequence (P35869 whole entry, looked up): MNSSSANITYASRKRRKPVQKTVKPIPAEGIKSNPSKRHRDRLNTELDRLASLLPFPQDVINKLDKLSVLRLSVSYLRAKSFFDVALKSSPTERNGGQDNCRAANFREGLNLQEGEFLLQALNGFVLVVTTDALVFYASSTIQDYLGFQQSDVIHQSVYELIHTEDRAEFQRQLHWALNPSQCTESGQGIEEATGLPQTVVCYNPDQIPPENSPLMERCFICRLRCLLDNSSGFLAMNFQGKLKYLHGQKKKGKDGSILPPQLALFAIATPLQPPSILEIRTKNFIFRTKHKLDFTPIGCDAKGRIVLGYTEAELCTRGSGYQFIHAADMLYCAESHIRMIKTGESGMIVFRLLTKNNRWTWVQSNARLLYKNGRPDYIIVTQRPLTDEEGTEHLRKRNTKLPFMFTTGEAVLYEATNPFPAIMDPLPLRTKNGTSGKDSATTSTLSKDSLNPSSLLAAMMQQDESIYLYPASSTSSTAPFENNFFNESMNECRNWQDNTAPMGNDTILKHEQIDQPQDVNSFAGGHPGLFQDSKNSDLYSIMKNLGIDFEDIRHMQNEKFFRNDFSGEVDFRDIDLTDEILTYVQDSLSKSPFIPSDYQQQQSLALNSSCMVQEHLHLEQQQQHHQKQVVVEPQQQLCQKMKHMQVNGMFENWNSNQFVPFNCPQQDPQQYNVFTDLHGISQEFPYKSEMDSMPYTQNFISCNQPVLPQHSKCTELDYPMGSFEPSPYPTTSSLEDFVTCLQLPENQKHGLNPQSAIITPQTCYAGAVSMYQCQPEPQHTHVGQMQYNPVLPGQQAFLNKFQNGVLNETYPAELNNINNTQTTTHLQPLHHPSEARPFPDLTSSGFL
# CR mimetic SO – lowers age-related superoxide in aged yeast cells; S. cerevisiae aged cells, superoxide DHE fluorescence; stronger effect = lower value; superoxide response (% of plate mean), % at 10 µM; hit rate 0.18% among 330,000; AID 2690;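 active = superoxide response under a set limit, about three screen SD below normal, cut at about 65% in these data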;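 note: yeast aged for seven days with compound at 30 °C before DHE staining; 100% = average MFI of all compound-treated wells on the plate with controls excluded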
# procasp7 counter – activates human procaspase-7, counter-screen for procaspase-3 activators; P55210; recombinant procaspase-7, Ac-DEVD-pNA absorbance 405 nm; D23A/D198A/D206A triple mutant, cannot self-cleave; scale: DMSO 0, 5 µM enzyme 100; activation, % at 8.5 µM; hit rate 0.093% among 330,000; AID 463210;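 active = percent activation above the screen-wide mean plus 3 SD, cut at about 25% in these data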
#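 System: Procaspase-7 triple mutant (PC-7 D3A); measure: % activation from two-timepoint absorbance difference, scaled to controls; times: 1 h compound preincubation, 2 h substrate cleavage, 25 °C; also added: Ac-DEVD-pNA substrate, 400 µM as added; measured by: Epi-absorbance of released pNA at 405 nm, two timepoints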
# GASC-1 inh – human JMJD2C demethylase inhibition; Q9H3R0; GST-JMJD2C(1-420) H3K9me3 demethylation, DELFIA europium; inhibition, % at 2.35 µM; hit rate 0.069% among 330,000;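 active = more than half of a compound's replicate wells show inhibition beyond 50%, single wells judged on their own value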;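 note: signal counts dimethyl H3K9 product captured on neutravidin plate; 0% = median of DMSO wells and 100% = 0.3 times that DMSO median; strong numbers were not always called active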
# MEP2 TOR yeast – modulators of TOR pathway MEP2-GFP in S. cerevisiae. S. cerevisiae MEP2-GFP strain, flow cytometry GFP, 3 h; 100% = DMSO control level. GFP response vs DMSO, % at 10 µM. hit rate 0.51% among 330,000;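 active = GFP response versus DMSO above a set limit, roughly screen mean plus 3 SD, cut at about 180% in these data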;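 note: median GFP fluorescence of the barcode-gated MEP2-GFP cells per well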
# RPL19A-GFP yeast – modulators of TOR pathway RPL19A-GFP in S. cerevisiae; hit rate 0.3% among 330,000; S. cerevisiae RPL19A-GFP strain, flow cytometry, 3 h; stronger effect = lower value; percent response vs DMSO, % at 10 µM;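 active = percent response vs DMSO below 50%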;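 note: median channel GFP fluorescence of the barcoded RPL19A-GFP strain; ratio of sample median GFP to plate DMSO average so 100% = DMSO; lower means less RPL19A-GFP as with rapamycin TOR inhibition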
# procasp3 activ – activates human procaspase-3. hit rate 0.11% among 330,000. AID 463141. recombinant procaspase-3 D3A, Ac-DEVD-pNA absorbance 405 nm. activation, % at 8.5 µM. P42574;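 active = activation above the mean of all tested compounds plus 3 SD, cut at about 21% in these data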;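 note: 0% = DMSO alone and 100% = DMSO wells spiked with extra 5 µM PC-3 D3A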
#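 Compound: 8.5 µM single point, 0.8% DMSO / Material: Autoprocessing-dead procaspase-3 D3A mutant enzyme / Timing: 1 h preincubation plus 2 h reaction at 25 °C / Medium: Zinc-free HEPES/NaCl buffer with 0.01% Triton X-100 at pH 7.4 / Technique: 405 nm absorbance of p-nitroaniline, reads at 0 and 120 min / Repeats: one well per compound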
# * marks the source's active call; other numbers are inactive results; nt = no result given; [ ] = another dose, or the depositor's remark.
SMILES,LAP4 TOR yeast,AHR act,CR mimetic SO,procasp7 counter,GASC-1 inh,MEP2 TOR yeast,RPL19A-GFP yeast,procasp3 activ
COc1cc(C(=O)NCc2cccc3ccccc23)ccc1OCc1ccccc1,93,-4,102,18,5,97,99,-5
O=C(Oc1ccc2ccc(=O)oc2c1)c1ccccc1,112,0,96,0,17,105,99,-10
O=C(CSc1nnc(-c2cccs2)o1)N1CCCc2ccccc21,117,0,94,12,-13,106,100,6
CCN(CC)C(=O)c1ccc2c(=O)n(Cc3cccc(Br)c3)c(=S)[nH]c2c1,101,2,102,-3,-1,105,100,2
COc1ccc(CCNc2nc(=O)[nH]nc2C)cc1OC,104,2,110,4,-2,95,96,11
N=c1oc2ccc(Br)cc2cc1C(=O)NCc1ccc(F)cc1,97,8,96,-4,0,101,103,-5
CCOC(=O)C1CCN(C(=O)CCn2c(=O)c3cccn3c3cccnc32)CC1,108,4,90,1,-8,102,104,8
O=C(NCCCN1CCCC1=O)NC1CCCCC1,107,6,92,0,-26,97,105,2
COc1ccc(C/C(O)=C(\C#N)c2nc3ccccc3[nH]2)cc1OC,107,24,96,0,-2,106,97,4
CN1CCC(=NNC(=O)C(=O)Nc2cccc(Br)c2)CC1,94,-4,92,-5,4,96,99,6
COC(=O)C1=C(N)Oc2cc(C)n(C)c(=O)c2C1c1ccc(Cl)c(Cl)c1 (stereo not drawn),99,2,112,14,0,112,101,4
COc1ccccc1CNC(=O)c1ccccc1NS(C)(=O)=O,95,21,110,4,-4,96,93,1

# 4 entries already listed, arranged by the value under MEP2 TOR yeast, highest first:
canonical_smiles | LAP4 TOR yeast | AHR act | GASC-1 inh | MEP2 TOR yeast | RPL19A-GFP yeast | procasp3 activ
COc1ccc(C/C(O)=C(\C#N)c2nc3ccccc3[nH]2)cc1OC | 107 | 24 | -2 | 106 | 97 | 4
COc1cc(C(=O)NCc2cccc3ccccc23)ccc1OCc1ccccc1 | 93 | -4 | 5 | 97 | 99 | -5
COc1ccccc1CNC(=O)c1ccccc1NS(C)(=O)=O | 95 | 21 | -4 | 96 | 93 | 1
COc1ccc(CCNc2nc(=O)[nH]nc2C)cc1OC | 104 | 2 | -2 | 95 | 96 | 11

# The listing picks up; the three compounds before the break are reprinted first.
SMILES,LAP4 TOR yeast,AHR act,CR mimetic SO,procasp7 counter,GASC-1 inh,MEP2 TOR yeast,RPL19A-GFP yeast,procasp3 activ
CN1CCC(=NNC(=O)C(=O)Nc2cccc(Br)c2)CC1,94,-4,92,-5,4,96,99,6
COC(=O)C1=C(N)Oc2cc(C)n(C)c(=O)c2C1c1ccc(Cl)c(Cl)c1 (stereo not drawn),99,2,112,14,0,112,101,4
COc1ccccc1CNC(=O)c1ccccc1NS(C)(=O)=O,95,21,110,4,-4,96,93,1
COc1cc2[nH]c3c(Cl)ncnc3c2cc1OC,109,32,99,-2,-13,128,110,-1
O=C(Nc1cc(Cl)ccc1Cl)Nn1cnnc1,77,nt,102,nt,4,105,116,nt
C/C=C\C=C\C(=O)N1CC2(CC(c3cccc(NC(=O)CC(c4ccccc4)c4ccccc4)c3)=NO2)C[C@H]1C(N)=O (stereo partly drawn),113,1,86,-17,-5,113,95,-8
CCOc1cc(/C=C2/SC(=S)N(CC3CCCO3)C2=O)ccc1O (stereo not drawn),105,-3,99,-15,-31,112,111,-2
CCOC(=O)c1ccc(-n2c(CN(CC)CC)nc3ccc([N+](=O)[O-])cc3c2=O)cc1,104,17,91,-5,0,103,105,-4
COc1cccc(OC)c1NC(=O)Cn1nc(C)c2ccccc2c1=O,93,-3,90,0,32,107,100,-3
CCOc1ccc(OCCCCn2cnc3ccccc3c2=O)cc1,95,6,99,10,-1,97,100,-6
Cc1cc(NC(=O)CSc2ncnc3c2cnn3-c2cccc(Cl)c2)no1,92,0,114,9,-6,93,90,-3
Cc1coc2c(C)c3oc(=O)c(CCC(=O)NCCCN4CCCC4=O)c(C)c3cc12,106,0,99,-6,-28,102,96,2
CC(C)c1ccc(Nc2nnc(SCC(=O)NCC3CCCO3)s2)cc1 (stereo not drawn),87,10,99,6,-1,109,100,0
CCCCOc1ccc(C(=O)Oc2cccnc2)cc1,101,0,103,1,-5,92,100,3
CCn1cc([N+](=O)[O-])c(C(=O)Nc2c(C)nn(Cc3cccc(F)c3)c2C)n1,87,24,96,-2,29,96,99,-7
O=C1[C@H]2C(c3ccccc3)=NN(c3ccccc3)[C@H]2C(=O)N1c1ccccc1,94,0,127,40*,12,90,97,32*
Cc1[nH]c2ccccc2c1C(=O)C(C)OC(=O)c1ccc(Cl)nc1 (stereo not drawn),109,1,104,0,-43,99,93,-3
CCN1CCN(c2nc3c(c(=O)n(C)c(=O)n3C)n2CCSc2ncccn2)CC1,94,0,98,12,-2,95,86,7
CCC(=O)c1ccc(OCC(=O)Nc2cccc(S(=O)(=O)N(C)c3ccccc3)c2)cc1,97,-1,107,5,-3,102,97,9
COc1ccc(C(=O)NN)cc1COc1ccc(Br)cc1,102,102*,79,3,-9,96,98,4
Clc1ccc(COn2nnc3ccccc32)c(Cl)c1,122,3,117,-9,6,112,103,-9
O=C(NCC1CCCO1)C(c1ccc(F)cc1)N(Cc1ccc(F)cc1)C(=O)Cn1nnc(-c2cccs2)n1 (stereo not drawn),104,0,89,4,-2,103,101,2
Cc1ccsc1C(=O)OCC(=O)NC1CCCCC1C (stereo not drawn),105,0,100,12,nt,100,100,3
c1cncc(-c2nc(-c3ccc4c(c3)OCO4)cs2)c1,94,95*,112,10,0,95,92,-2
Cc1cc(C)n(-c2ccc(C(=O)NC3CCCCC3)cc2)n1,108,-3,104,6,-20,104,103,6
Cn1cccc1Cc1nnc(SCC(=O)NC2CCCCC2)n1CCc1ccccc1,107,0,96,-7,-2,101,103,-9
c1ccc(CNCC2COc3ccccc3O2)cc1 (stereo not drawn),111,-1,106,7,5,100,96,-3
COc1ccc(C(=O)N/C(=C/c2cccnc2)C(=O)N2CCCCCC2)cc1OC,85,9,100,7,-4,95,97,5
c1ccc(CNc2ncnc3sc4c(c23)CCCC4)nc1,99,39,93,3,4,106,108,2
COc1ccccc1NC(=O)CSc1nncs1,94,9,110,-3,-6,101,97,-2
O=C(Cc1ccccc1[N+](=O)[O-])NNC(=O)Nc1ccc2c(c1)OCO2,70,21,102,4,-15,100,108,5
COc1cc(/C=N/NC(=O)c2nonc2N)cc(OC)c1OC,98,13,104,6,-6,95,101,5
Nc1ccccc1SCC(=O)Nc1ccc2c(c1)OCO2,95,15,96,-23,-5,101,99,-11
Cc1ccsc1C1C(C(=O)O)c2ccccc2C(=O)N1C (stereo not drawn),106,-1,106,-4,0,103,98,-7
CCS(=O)(=O)c1ccc2c(c1)N(S(C)(=O)=O)CC(C(=O)NN)O2 (stereo not drawn),84,1,99,1,-5,106,86,-7
NS(=O)(=O)c1ccc(N2N=C(c3ccc(Br)cc3)CC2c2ccc(F)cc2)cc1 (stereo not drawn),63[may fluoresce violet],0,119,20,-4,169[may fluoresce violet],37*[may fluoresce violet],3
Fc1ccc(C2CCCN2Cc2nc(-c3cnccn3)no2)cc1 (stereo not drawn),94,11,119,-2,11,98,95,-7
CC[n+]1c(/C=C/c2ccc(N(C)C)cc2)ccc2ccccc21,106,-2,90,-31,20,107,105,-6
CCC(C)Sc1nc(O)c(Cc2ccccc2)c(=O)[nH]1 (stereo not drawn),100,44,104,18,-15,107,99,8
CCOCC(=O)Nc1ccc(C(=O)Nc2ccccc2Cl)cc1,103,-3,102,3,2,97,98,-2
O=C(Nc1ccccc1)N(CCN1CCOCC1)Cc1ccccc1F,93,3,125,-6,11,94,90,8
CN(C)S(=O)(=O)c1cccc(NC(=O)CN2C(=O)C3C4C=CC(C4)C3C2=O)c1 (stereo not drawn),92,-2,102,16,21,108,107,7
CNCC[C@@H](Oc1ccccc1C)c1ccccc1,108,-1,82,5,-13,97,102,1
CCN1CCN(c2cc(C)c3cc(NC(=O)Cc4ccccc4OC)ccc3n2)CC1,102,10,116,3,-7,98,99,7
CC(=O)c1ccccc1OCCn1nnc(-c2ccc(C)cc2)n1,108,1,104,0,15,92,99,5
CC(C)NCC(O)COc1ccc(COCCOC(C)C)cc1 (stereo not drawn),111,-1,97,4,6,103,101,4
CC1(C)Cc2nc(NCCN3CCOCC3)c(C#N)cc2CO1,97,1,102,15,-9,89,100,6
COc1cccc(-c2nnc(SCC(=O)N3CCCc4ccccc43)o2)c1,106,17,106,2,-7,106,96,0
COc1ccc(CCNC(=O)c2c(C)nc3ccccn23)cc1OC,105,-1,112,6,1,108,103,1
COc1ccc2c(C(=O)NCc3ccc4c(c3)OCO4)c(-c3ccc(S(C)(=O)=O)cc3)sc2c1,112,1,86,6,nt,98,97,7
Cc1ccc(S(=O)(=O)N2CCN(C(=O)COC(=O)c3ccc(C(C)(C)C)cc3)CC2)c(C)c1,103,-2,107,3,-8,109,98,8
CC1Cc2ccccc2N1C(=O)Cn1cnc2c1c(=O)n(C)c(=O)n2C (stereo not drawn),111,2,89,-4,-10,108,107,-6
Cn1c(N)c(C(=O)COC(=O)Cc2cccc(C(F)(F)F)c2)c(=O)n(C)c1=O,94,0,94,-3,2,98,98,-3
O=C(O)C1CCCCC1C(=O)NCc1ccc(F)cc1 (stereo not drawn),96,0,106,-3,8,89,95,-2

# Copied from the results shown for reference:
SMILES,LAP4 TOR yeast,AHR act,CR mimetic SO,procasp7 counter,GASC-1 inh,MEP2 TOR yeast,RPL19A-GFP yeast,procasp3 activ
CC(C)NCC(O)COc1ccc(COCCOC(C)C)cc1 (stereo not drawn),111,-1,97,4,6,103,101,4
CC1(C)Cc2nc(NCCN3CCOCC3)c(C#N)cc2CO1,97,1,102,15,-9,89,100,6

# Compound activity from PubChem.
